Assay outcomes (PubChem)
HepG2 tox: counter-screen for TGF-b inhibitors: cytotoxicity in HepG2 cells; Potency, µM (titrated, usually from 46.1 µM), for inactives: at the top dose activity change, negative = cytotoxicity, most hits filed as cytotoxic; actives 0.76% (n = 410,000); HepG2 CAGA-GFP viability, ATP luminescence, 18 h; AID 588856; further: potency means the concentration at half of the fitted maximal effect; some results filed as inactive show a strong effect at the top dose
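CellTiter-Glo luminescence gave cytotoxicity after 18 hours at 37 degrees C. The cells were HepG2 CAGA-GFP in 1% FBS DMEM, stimulated with 500 pg/mL TGF-beta after compound addition. %Activity was normalised to no-cell wells (complete cell-killing) and DMSO (no toxicity), and curves were fitted and classified.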
KB-3-1 cytotox: kills parental KB-3-1 adenocarcinoma cells; KB-3-1 viability, CellTiter-Glo ATP luminescence, 72 h; Potency, µM (titrated, usually from 46.1 µM), inactives show top-dose activity change, negative = cytotoxic, hits mostly cytotoxic; actives 1.4% (n = 400,000); further: potency means the concentration at half of the fitted maximal effect; on the % scale 0 is the no-effect control and ±100 the full control effect; nearly all actives have a fitted effect of over 60% in size
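Cytotoxicity measured as CellTiter-Glo luminescence after 72 h at 37 C. Compound titrations were pinned onto drug-naive KB-3-1 parental adenocarcinoma cells grown in DMEM with 10% FBS, and normalized data fitted to concentration-response curves.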
MCF10A rereplic: induces DNA re-replication in MCF 10a normal breast cells; MCF 10A DNA re-replication, Hoechst nuclear intensity, 48 h; Potency, µM (titrated, usually from 46.1 µM), for inactives: top-dose activity, positive = re-replication, most hits filed as activators; actives 2.9% (n = 350,000); AID 624296; further: potency means the concentration at half of the fitted maximal effect; % of control where 0% means no effect; nearly all actives have a fitted effect of over 50% in size
HT1080-NT tox: kills 2HG-producing HT-1080-NT fibrosarcoma cells | HT-1080-NT fibrosarcoma viability, CellTiter-Glo ATP luminescence, 48 h | Potency, µM (top dose mostly 46.1 µM), for inactives: at the top dose activity, negative = less viability, usual class: cytotoxic | actives 1.6% (n = 360,000) | AID 686970;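 further: NT is the 2HG producing partner of a matched IDH1 knockdown line; potency means the concentration at half of the fitted maximal effect; 0% = DMSO-treated cells and -100% = media-only wells without cells; nearly all actives have a fitted effect of over 55% in size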
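Luminescent CellTiter-Glo readout after 48 hours of compound exposure at 37 degrees C defined viability of HT-1080-NT cells. Activity was normalized to DMSO wells and cell-free media wells; concentration-response curves were fitted and assigned curve classes.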
ATXN2 expr inh: ATXN2 expression inhibition; Potency, µM (doses to about 57 µM), for the others: top-dose activity change, negative = inhibition, usual class: inhibitors; AID 1745845; actives 0.72% (n = 360,000); HEK-293 ATXN2-luciferase reporter, luminescence, 24 h; further: potency means the concentration at half of the fitted maximal effect; on the % scale 0 is the no-effect control and ±100 the full control effect; nearly all actives have a fitted effect of over 55% in size
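ATXN2-luciferase reporter cells (luciferase flanked by upstream and downstream ATXN2 gene portions) were treated 24 h at 37 °C with compounds at up to 57 uM. SteadyGlo luminescence gave expression; GF-AFC fluorescence gave viability.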
IL1B secr inh: inhibitors of inflammasome signaling (IL-1 beta secretion); THP-1 LPS/ATP IL-1B secretion, AlphaLISA, 16 h; stronger effect = lower value; activity change, % at 57.5 µM; actives 4.7% (n = 360,000); in the data active means activity change below about -50%; inconclusive means mostly about -30% to -49%; further: on the % scale 0 is the no-effect control and ±100 the full control effect
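Secreted IL-1B measured by AlphaLISA bead assay after 16 h compound exposure of THP-1 cells; compounds (final up to 57.5 uM) added 1 h before LPS (250 ng/mL) and ATP (1.25 mM) stimulation; lower signal means less secretion.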
SW480 rereplic: DNA re-replication induction in SW480 cells. SW480 DNA re-replication, Hoechst DNA content imaging, 48 h. actives 1.8% (n = 340,000). Potency, µM (doses to about 46.1 µM), for inactives: top-dose re-replication activation, hits mostly activators; further: potency means the concentration at half of the fitted maximal effect; % of control where 0% means no effect; nearly all actives have a fitted effect of over 55% in size
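First, 250 cells per well were seeded. Next, compound or vehicle (23 nL) was pinned in, plates sat 48 hr at 37 C. Finally Hoechst was added for 40 min before fluorescence scanning.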
S2 tox: reduces viability in counter-screen for ATXN expression inhibitors. S2 cells (HEK-293 line with an ATXN2-luciferase reporter) viability, CellTiter-Fluor protease fluorescence, 24 h. Potency, µM (doses to about 56.7 µM), actives largely listed as cytotoxic. AID 651635. actives 0.49% (n = 400,000); further: potency means the concentration at half of the fitted maximal effect; nearly all actives have a fitted effect of over 40% in size
HT1080 IDH1KD tx: toxicity to HT-1080 IDH1 knockdown cells (counter line). actives 2% (n = 360,000). HT-1080 IDH1 knockdown viability, ATP luminescence, 48 h. Potency, µM (series often up to 46.1 µM), inactives show at the top dose activity, negative = toxicity, actives largely listed as cytotoxic. AID 686971;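 further: potency means the concentration at half of the fitted maximal effect; 0% = DMSO wells and -100% = cell-free medium wells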
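HT-1080-IDH1KD cells (IDH1 knocked down), 750/well in RPMI with 5% FBS, treated with compound 48 h at 37 degrees C. Viability by CellTiter-Glo luminescence, normalised to DMSO and no-cell wells; concentration-response curves classed.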
Starred values were filed as active, the others as inactive; i = inactive; ? = inconclusive; . = not tested or not shown; [ ] = dose if it differs, or a comment. Unless noted, the call rests on the fitted dose curve; in most records, active means well fitted curve in the direction sought with a large enough effect; inconclusive means small, poorly fitted or top-dose-only effect, or another doubt; inactive means no such curve, though single readings can be large; an effect the other way counts as inactive or inconclusive.

SMILES	HepG2 tox	KB-3-1 cytotox	MCF10A rereplic	HT1080-NT tox	ATXN2 expr inh	IL1B secr inh	SW480 rereplic	S2 tox	HT1080 IDH1KD tx
OC(c1ccccc1)c1nc(/C=C/c2ccccc2)cs1 (stereo unspecified)	-52.3%	0.0%	.	-5.7%	94.9%[activator]	18.9	.	i	5.0%
Cc1cccc(NC(=S)Nn2cnnc2)c1C	3.4%	10.7%	13.3%	12.5%	-14.5%	-1.2	0.7%	i	9.3%
N#CC1=C(N)Oc2cc(N)ccc2C1c1cccnc1 (stereo unspecified)	1.9%	?	?	-2.7%	11.9%	16.3	?	i	-22.3%
COc1cccc(NC(=O)c2cc(-c3ccco3)nc3ccccc23)c1	-13.6%	-9.9%	2.6%	0.0%	-13.2%	-12.0	23.3%	i	-1.5%
COCCCNC(=O)Cc1coc2ccc3ccccc3c12	-20.9%	-4.6%	5.9%	0.4%	-6.8%	29.5	-3.9%	i	18.6%
Clc1ccccc1NCSC1=NCCS1	2.9%	-2.8%	-9.7%	-2.7%	-15.2%	6.6	-0.6%	i	-16.2%
CC(C)CC(=O)NCC(C)NC(=O)CC(C)C (stereo unspecified)	-2.8%	-2.2%	1.7%	15.1%	-2.5%	-7.3	5.2%	i	8.2%
COc1cc(OC)cc(C(=O)NC2CC3CCC(C2)N3C)c1 (stereo unspecified)	-24.0%	17.8%	-0.4%	-2.3%	0.9%	-6.7	-18.0%	i	-5.5%
Cc1ccc(S(=O)(=O)CC(=O)N2CCN(c3cccc(C(F)(F)F)c3)CC2)cc1	-14.8%	.	-0.5%	-3.3%	-4.0%	-0.9	-2.8%	i	5.3%
Cc1cccc(N2CCN(C(=O)CCc3c(C)nc4ncnn4c3C)CC2)c1C	-1.5%	0.0%	.	.	-13.6%	.	.	i	.
CCOC(=O)N1CCN(Cc2nc3cc(NC(=O)c4cccs4)ccc3n2C)CC1	-7.6%	-1.5%	11.9%	-24.5%	-2.0%	i	-5.9%	i	-10.1%
CCC(Oc1ccccc1)C(=O)Nc1cc(Cl)ccc1-n1cncn1 (stereo unspecified)	0.0%	2.8%	10.5%	1.4%	-11.5%	-13.3	3.0%	i	?
Cc1cccc(N(C)Cc2nnc(-c3cccc(Br)c3)o2)c1	-15.7%	-2.5%	-0.7%	1.0%	-7.2%	0.0	1.1%	i	7.0%
Cc1ccc(CNC(=O)CS(=O)Cc2nc(-c3ccccc3F)oc2C)cc1 (stereo unspecified)	0.7%	12.3%	-1.6%	-2.0%	-7.6%	0.0	1.1%	i	16.5%
Cc1ccc(C(=O)Nc2cccc(N(C)S(C)(=O)=O)c2)cc1S(=O)(=O)Nc1ccccc1	-8.2%	-3.2%	?	?	-6.5%	-68.4*	2.6%	i	-23.8%
Cc1ccc(S(=O)(=O)N(C)c2ccc(C(=O)N3CCc4ccccc4C3)cc2)cc1	-16.4%	11.2%	10.8%	4.2%	3.9%[11.3 µM]	-62.0*	0.0%	?	-5.5%
N/C(=N\c1nc(CSc2ccc(Cl)cc2)cc(=O)[nH]1)Nc1cccc2ccccc12	4.0%	-1.2%	5.5%	4.9%	-4.5%	0.0	-7.7%	i	2.2%
COCCSc1ccccc1C(=O)Nc1nnc(COC)s1	-1.9%	14.7%	2.1%	9.9%	0.9%	0.5	-0.3%	i	19.7%
C#Cc1ccc(NC(=O)C2(C)CCN2C(=O)c2ccccc2CCc2ccccc2)cc1 (stereo unspecified)	-26.7%	?	.	-3.5%	-21.7%	-8.9	.	i	?
CSc1ncnc2c1ncn2CCCNCc1cccs1	-0.8%	11.5%	.	2.2%	11.1%	19.3	.	i	-0.7%

A few values from the list.
HepG2 tox, Cc1ccc(C(=O)Nc2cccc(N(C)S(C)(=O)=O)c2)cc1S(=O)(=O)Nc1ccccc1 = -8.2%
KB-3-1 cytotox, COCCCNC(=O)Cc1coc2ccc3ccccc3c12 = -4.6%

Next structures follow:
SMILES	HepG2 tox	KB-3-1 cytotox	MCF10A rereplic	HT1080-NT tox	ATXN2 expr inh	IL1B secr inh	SW480 rereplic	S2 tox	HT1080 IDH1KD tx
CCc1ccc2c(c1)cc(CN(C(=S)Nc1ccccc1C)C1CC1)c1nnnn12	6.4%	-1.4%	23.5%	-2.9%	-12.9%	-3.3	-5.0%	i	-5.8%
COC(=O)c1scc(C)c1N1C(=O)c2ccccc2C1=O	-18.5%	1.8%	1.6%	-0.2%	10.6%	34.2	-7.6%	i	-2.2%
CCOC(=O)C1=C(CC)Nc2ccccc2N=C1NC(=O)c1ccc(C)c(S(=O)(=O)N2CCOCC2)c1	-2.7%	-16.1%	3.5%	-1.5%	-17.5%	-9.8	7.8%	?	6.1%
O=C(COc1ccc(Cl)cc1)Nc1ccc(Cl)cn1	-15.0%	1.0%	1.1%	4.8%	21.7%	-12.4	-10.1%	i	0.0%
COc1cc2ccc(C(C)=NOC(C)=O)cc2cc1OC	-1.8%	5.17µM*	.	7.0%	.	?	.	i	2.6%
Cc1oc2cc(O)ccc2c(=O)c1Oc1ccccc1Br	-94.8%	8.3%	0.2%	6.2%	-0.6%	22.4	-3.7%	i	-3.0%
O=C1CCN(c2ncccc2[N+](=O)[O-])CC1	0.0%	3.1%	-48.0%[inhibitor]	4.4%	3.8%	7.1	-6.1%	i	6.3%
COCCN1Cc2cc3cc(C)ccc3nc2SC1=Nc1ccc(OC)cc1	-17.7%	-10.3%	12.3%	-10.7%	-8.9%	-52.6*	?	i	-7.3%
CCCn1c(=O)c(C(=O)NCCc2ccc(OC)cc2)c(O)c2ccccc21	-3.3%	-4.8%	?	-0.3%	-38.7%	15.8	2.4%	.	-7.4%
COC(=O)c1c(O)c2c([nH]c1=O)CCCC2	4.4%	10.5%	1.0%	10.3%	4.5%	3.8	-4.7%	i	19.8%
CC1CCCC(C)N1C(=O)COC(=O)c1cccc(S(=O)(=O)N(C)c2ccccc2)c1 (stereo unspecified)	-15.3%	-17.0%	17.0%	-1.6%	-17.1%	14.1	-35.4%	i	-10.7%
O=C(N/N=C/C1CC=CCC1)c1ccc(Cl)cc1O (stereo unspecified)	7.3%	-9.6%	-7.5%	6.7%	1.5%	0.0	8.7%	i	-9.9%
COc1ccc(C(=O)OC(C)C(=O)NC2CCCCC2C)cc1S(=O)(=O)N1CCOCC1 (stereo unspecified)	-0.7%	-3.1%	0.1%	-9.7%	-4.5%	5.0	0.8%	?	8.9%
COc1ccc(CN2C(=O)c3ccccc3C2=O)cc1C(=O)N(C)CC(=O)Nc1c(C)cccc1C	-8.5%	1.0%	-1.7%	4.6%	0.9%	4.6	-5.3%	i	13.1%
CCOC(=O)C1CCCN(C(=O)c2sc3nc(-c4ccccc4)cn3c2C)C1 (stereo unspecified)	1.7%	15.2%	0.8%	4.1%	-3.7%	5.0	?	i	3.4%
CCOc1ccc(N(Cc2cc3ccc(C)cc3[nH]c2=O)S(=O)(=O)c2ccccc2)cc1	3.9%	16.4µM*	20.6µM*	?	.	?	20.6µM*	?	?
O=C(Cn1c(O)c(/C=C2\C=Nc3ccc(Br)cc32)sc1=O)N1CCCC1	-41.4%	-3.1%	19.4%	?	-10.4%	?	14.7%	i	-13.3%
Cc1nc(SCC(=O)NCC2CCCO2)c2c3c(sc2n1)CCCC3 (stereo unspecified)	-11.7%	3.4%	2.3%	-2.8%	3.3%	-1.3	0.8%	?	-1.3%
COc1c(Cl)cc(C(=O)NCc2ccco2)cc1Cl	-1.4%	4.8%	-5.1%	1.0%	6.3%	-27.1	-4.4%	i	11.8%
CC[C@]12c3[nH]c4cc(CCC(=O)N(C)C)ccc4c3CCN1C(=O)[C@@H](CC(=O)NCCC1=CCCCC1)C[C@@H]2C(=O)N1CCN(C(=O)c2ccco2)CC1	-5.0%	-2.6%	?	-1.7%	32.9%	2.7	-1.1%	i	-2.1%
Cc1ccccc1NS(=O)(=O)c1ccc(C(=O)NCC(c2ccccc2)N(C)C)cc1 (stereo unspecified)	0.0%	6.3%	?	0.1%	-7.5%	i	-20.0%	i	-25.6%
CCN1C(=O)N[C@H](c2ccc(Br)cc2)C(C(C)=O)=C1C	-14.8%	-2.2%	-9.8%	2.4%	-3.0%	36.3	-19.4%[9.22 µM]	i	3.2%
Cc1nc2ncnn2c(N2CCN(C(=O)c3cccc(F)c3)CC2)c1Cc1ccccc1	-19.7%	3.7%	-10.4%	8.3%	-1.5%	1.9	-13.7%	i	7.0%
NC(=O)C1CCN(C(=O)c2ccc(Cl)c(S(=O)(=O)NCc3ccco3)c2)CC1	-30.0%	21.8%	0.4%	-1.8%[9.24 µM]	-2.2%	-8.0	?	i	0.7%
CCCOCn1cc(F)c(=O)[nH]c1=O	24.1%	6.6%	1.2%	12.2%	-13.2%	11.5	-5.0%	?	15.7%
COc1c(C)cc(C(=O)C2CCCN(S(=O)(=O)N(C)C)C2)cc1C (stereo unspecified)	-7.6%	-3.9%	?	-15.7%	7.6%	2.6	2.2%	i	-1.7%
Cc1ccc(OCC(=O)OCC(=O)NC2CCCCCC2)cc1C	-11.4%	-4.8%	.	-0.7%	.	-8.9	.	i	-0.4%
Cc1ccc(/C=C(\NC(=O)c2ccccc2)C(=O)OCc2ccccc2)cc1	-42.1%	15.9%	3.2%	3.4%	-13.0%	0.0	2.7%	i	-0.7%
COc1ccccc1C(=O)COC(=O)c1nc(Cl)ccc1Cl	-3.2%	0.3%	-1.6%	14.0%	-1.4%	-7.0	-58.5%[inhibitor]	i	9.1%
COc1cc(/C=N/NC(=O)C(Cc2c[nH]c3ccccc23)NC(=O)OCC(C)C)cc([N+](=O)[O-])c1OCc1ccccc1 (stereo unspecified)	-5.1%	2.3%	1.9%	6.1%	-7.7%	54.2	-20.1%	i	3.1%
